# Cdc25B inh: inhibitors of human Cdc25B phosphatase. P30305. recombinant Cdc25B, OMFP fluorescence Ex485/Em525. inhibition, %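 (compounds tested at 10 µM final in the well)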. actives 0.1% (n = 65,000). AID 368; in the data active = inhibition above about 50%
# A340 absorber: absorbance at 340 nm. compound absorbance at 340 nm, fold over control. fold change at 10 µM. 65,000 tested, under 10 active;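 active = at 10 µM dose, initial 340 nm absorbance at least 2 fold that of control wells; inactive = change under 2 fold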;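 note: initial absorbance extrapolated from kinetic A340 decline of NADH oxidation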
# FXIIa inh mix: inhibitors of human coagulation factor XIIa, pooled mixtures | purified FXIIa, fluorogenic substrate | actives 0.2% (n = 62,000) | P00748 | AID 684 | inhibition, % at 5 µM;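 note: 0% = enzyme without compound and 100% = no enzyme blank; some results filed as inactive read as strong as hits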
# Target sequence (P00748 20-372 limits assumed): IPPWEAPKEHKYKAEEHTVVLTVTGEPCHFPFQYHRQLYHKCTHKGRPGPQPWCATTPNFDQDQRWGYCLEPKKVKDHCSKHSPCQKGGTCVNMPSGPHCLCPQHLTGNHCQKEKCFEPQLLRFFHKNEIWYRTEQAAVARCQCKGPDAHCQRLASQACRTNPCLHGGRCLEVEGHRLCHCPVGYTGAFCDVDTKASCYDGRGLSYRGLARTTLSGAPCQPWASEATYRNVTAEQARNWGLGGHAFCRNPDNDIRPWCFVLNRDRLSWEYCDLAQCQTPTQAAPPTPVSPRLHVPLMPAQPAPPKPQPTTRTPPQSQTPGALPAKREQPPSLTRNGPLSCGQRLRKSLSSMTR
# Target sequence (P00748 373-615 limits assumed): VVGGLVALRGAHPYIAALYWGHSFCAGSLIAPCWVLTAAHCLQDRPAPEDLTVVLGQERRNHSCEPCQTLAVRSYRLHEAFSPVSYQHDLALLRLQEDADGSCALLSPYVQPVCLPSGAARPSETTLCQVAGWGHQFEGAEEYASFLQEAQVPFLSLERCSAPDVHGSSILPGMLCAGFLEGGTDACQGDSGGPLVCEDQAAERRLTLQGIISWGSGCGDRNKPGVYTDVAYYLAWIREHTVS
# JNK3 inh: JNK3 (human) kinase inhibition | P53779 | purified JNK3 kinase activity, HTS | inhibition, % at 8 µM | actives 0.61% (n = 60,000) | AID 746; in the data active = inhibition above about 17%;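 note: 0% = DMSO and 100% = reference inhibitor; many of its hits are not listed in these tables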
# Target sequence (P53779 whole entry, looked up): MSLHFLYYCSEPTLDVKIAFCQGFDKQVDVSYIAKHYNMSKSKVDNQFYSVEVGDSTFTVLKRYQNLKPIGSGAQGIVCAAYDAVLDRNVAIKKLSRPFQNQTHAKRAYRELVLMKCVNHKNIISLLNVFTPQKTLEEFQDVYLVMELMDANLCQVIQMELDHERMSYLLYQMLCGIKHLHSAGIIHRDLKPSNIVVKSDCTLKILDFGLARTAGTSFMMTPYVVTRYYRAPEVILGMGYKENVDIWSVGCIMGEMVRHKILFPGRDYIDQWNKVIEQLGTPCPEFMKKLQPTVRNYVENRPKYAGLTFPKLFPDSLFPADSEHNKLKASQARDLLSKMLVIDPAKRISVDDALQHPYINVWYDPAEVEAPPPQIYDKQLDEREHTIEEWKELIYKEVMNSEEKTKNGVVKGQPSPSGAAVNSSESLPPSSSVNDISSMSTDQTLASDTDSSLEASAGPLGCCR
# MMP-13 inhibitor: inhibitors of human MMP13. P45452. MMP-13 fTHP FRET cleavage, Mca fluorescence. inhibition, % at 4 µM. actives 0.07% (n = 65,000). AID 570;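 active = inhibition above the mean of compound-free control plate wells plus 3 SD, cut at about 14% in these data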;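 note: 0% = DMSO wells and 100% = wells with reference MMP-13 inhibitor after basal subtraction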
# Hsp90 inh: displaces geldanamycin probe from tumor Hsp90. AID 429. actives 0.35% (n = 64,000). NCI-N417 lysate Hsp90, Cy3B-geldanamycin FP displacement. inhibition, % at 30 µM;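 active = inhibition above 50%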;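 note: 0% = tracer plus lysate wells and 100% = tracer alone without lysate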
# MKP-1 inh: human dual specificity phosphatase 1 inhibition; P28562; recombinant MKP-1, OMFP hydrolysis fluorescence; inhibition, %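 (compounds tested at a single concentration somewhere between 10 and 100 µM)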; actives 0.15% (n = 65,000);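 active = inhibition above about 50%, limit read from the data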;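 note: 0% = DMSO max control wells and 100% = wells with enzyme stopped by NaOH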
# FXIa mix inh: factor XIa (human) inhibition, mixture screen. inhibition, % at 5 µM. actives 0.19% (n = 62,000). purified FXIa, fluorogenic substrate, pooled mixtures;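 note: each value is inhibition by a whole ten-compound pool holding the compound; 0% = enzyme with no mixture and 100% = wells lacking enzyme; strong numbers were not always called active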
# AP ELISA ortho: alternative pathway complement inhibition, orthogonal assay | actives 0.08% (n = 62,000) | Human serum alternative complement pathway, LPS-coated ELISA, C3 deposition; tested in compound mixtures | inhibition, % at 5 µM;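 active = inhibition above 30% in each of the two pooled mixtures holding the compound, so the lower value exceeds 30%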;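 note: 0% = serum in Mg-EGTA without compound and 100% = EDTA serum blank; some compounds past the cut are filed as inactive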
#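 Test system: human serum complement alternative pathway, C3 deposition onto LPS / Medium: Mg2+-EGTA GVB++ buffer containing human serum at 1:15 dilution / Probe or stimulus: Plate-bound LPS / Times: 1 h at 37 °C / Signal: ELISA with HRP anti-human C3 antibody, TMB substrate, absorbance 450 nm / Measure: percent inhibition / Repeats: two pool placements per compound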
# * = called active by the depositor; x = no result given; [ ] = another dose, or the depositor's remark. Cut-off read from the data, not from the text of the source, unless noted: active = inhibition above about 20% (passing the limit was not always enough); inactive = the rest.
SMILES,Cdc25B inh,A340 absorber,FXIIa inh mix,JNK3 inh,MMP-13 inhibitor,Hsp90 inh,MKP-1 inh,FXIa mix inh,AP ELISA ortho
O=C(NC1CCCC1)c1ccc2nc[nH]c2c1,-12.3,1.01,-3.6,6.8,1.8,-3.0,12.5,5.8,17.1
CC(NC(=O)C(c1ccccc1)c1ccccc1)C(=O)O (stereo not given),2.4,1.02,3.1,x,-5.7,x,5.7,4.3,3.5
COc1cccc(C(c2nnnn2C(C)(C)C)N2CCN(C3CCCCC3)CC2)c1OC (stereo not given),-8.0,1.03,4.7,-6.2,3.8,-3.4,31.1,7.9,5.8
CC1Cc2ccccc2N1C(=O)CSc1nnc(NC(=O)Cc2cccs2)s1 (stereo not given),-25.0,1.02,-13.5,-7.7,0.5,-4.2,13.2,11.4,7.1
Cn1c(=O)c2c(nc(N3CCN(Cc4ccccc4)CC3)n2CCSc2ncccn2)n(C)c1=O,-6.4,1.03,11.1,1.6,-1.7,-4.8,9.1,2.7,13.5
CN(C)CCCNc1c2c(c(C#N)c3nc4ccccc4n13)CCC2,-8.4,1.04,9.6,-9.5,-23.0,-5.8,5.6,1.7,15.5
C=CCn1c(O)c(CN2CCN(Cc3ccccc3)CC2)c(C)c(C#N)c1=O,-6.4,1.07,3.2,x,3.4,-0.8,20.0,7.8,6.9
O=C(NCCc1c[nH]c2ccccc12)C1Cc2ccccc2CN1C(=O)c1ccco1 (stereo not given),-4.8,1,-2.9,0.8,-15.1,-4.9,8.4,-7.5,0.3
CCC(C)(C)NC(=O)CN(C(=O)CNS(=O)(=O)c1ccc(C)cc1)c1ccc2c(c1)OCCO2,-11.4,0.99,0.8,-0.9,2.9,-1.1,12.0,0.7,1.6
c1ccc2c(c1)nnn1c3ccccc3nc21,-0.1,1.06,1.1,5.1,0.9,-0.5,10.9,7.6,2.6
CC(C)Oc1ccc(C(=O)Nc2cc(=O)n(C)c(=O)n2C)cc1,-9.4,1.06,-15.9,3.7,7.0,0.1,3.7,-11.2,5.5
Cc1ccc2cc3c(NC(=O)CC(C)C)nn(C)c3nc2c1,2.2,1.03,-0.7,1.4,8.3,0.1,2.0,-3.4,-12.3
Cc1ccc(NC(=O)C2CC=CCC2C(=O)N2CCCCC2)cc1 (stereo not given),-15.4,0.98,7.3,1.8,-0.1,0.5,-15.5,-4.5,10.0
CCOc1ccccc1NC(=O)c1c(NC(=O)CNCc2ccco2)sc2c1CCC2,5.2,1.06,13.8,-1.3,-3.0,-0.9,8.3,13.4,11.6
O=C(C1CCCCC1)N1CCC(c2nc3c(nnn3Cc3ccccc3Cl)c(=O)[nH]2)CC1,-21.0,1,8.5,6.5,-8.3,-4.7,23.6,21.4,9.8
CCC(=O)N=c1sc2c(C)cc(C)cc2n1CC(=O)OC,-4.7,1.05,7.7,7.4,3.0,-2.6,2.1,6.5,15.2
COc1ccccc1C(=O)Nc1ccc(-c2nnc(SCC(=O)O)n2C)cc1,-7.5,1.06,0.0,0.6,0.8,-4.3,-2.4,4.9,8.1
Cc1ccc(NC(=O)COC(=O)C2CCC(=O)N2)c(S(=O)(=O)N2CCOCC2)c1 (stereo not given),4.0,1.03,10.6,5.2,-6.2,-2.5,26.9,-0.2,-9.7
Cc1cn2nc(N)c3ccccc3c2n1,-9.0,1,8.7,7.6,-68.9[fluorescence artefact?],-2.8,4.6,0.5,10.6
Cc1ccc(CNC(=O)C2C3C=CC4(CN(Cc5cccnc5)C(=O)C24)O3)cc1 (stereo not given),16.3,1.01,5.1,-3.2,4.3,2.1,-4.5,0.9,6.8

# Next part (4 carried over from the part before).
SMILES,Cdc25B inh,A340 absorber,FXIIa inh mix,JNK3 inh,MMP-13 inhibitor,Hsp90 inh,MKP-1 inh,FXIa mix inh,AP ELISA ortho
COc1ccccc1C(=O)Nc1ccc(-c2nnc(SCC(=O)O)n2C)cc1,-7.5,1.06,0.0,0.6,0.8,-4.3,-2.4,4.9,8.1
Cc1ccc(NC(=O)COC(=O)C2CCC(=O)N2)c(S(=O)(=O)N2CCOCC2)c1 (stereo not given),4.0,1.03,10.6,5.2,-6.2,-2.5,26.9,-0.2,-9.7
Cc1cn2nc(N)c3ccccc3c2n1,-9.0,1,8.7,7.6,-68.9[fluorescence artefact?],-2.8,4.6,0.5,10.6
Cc1ccc(CNC(=O)C2C3C=CC4(CN(Cc5cccnc5)C(=O)C24)O3)cc1 (stereo not given),16.3,1.01,5.1,-3.2,4.3,2.1,-4.5,0.9,6.8
COc1ccc(C(=O)CSc2nnc(-c3ccc(S(=O)(=O)N4CCOCC4)cc3)o2)cc1,2.3,1.08,4.8,7.9,-0.6,-2.1,20.3,-31.6,-32.1
O=c1c2ccccc2nc(COc2ccccc2)n1/N=C/c1ccco1,-11.8,1.03,9.7,-1.1,-3.4,0.2,-22.3,-2.2,5.1
O=C(O)CCc1nc(-c2cccs2)no1,-6.1,1.01,-16.2,3.9,-0.5,-4.2,-9.4,3.4,2.2
C[C@]12C=CC(=O)C=C1CC[C@@H]1[C@@H]2[C@@H](O)C[C@@]2(C)[C@H]1CC[C@]2(O)C(=O)COC(=O)CCC(=O)O,-17.7,1,4.1,-7.5,-1.6,-0.4,-5.4,1.6,3.3
CCOCC(=O)Nc1cc(C(=O)OC)ccc1C(=O)OC,3.8,1.02,13.4,x,-16.8,-16.8,0.9,-2.3,26.3
CC(=O)C1=C(C)NC(SCC(=O)c2ccccc2)=C(C#N)C1CC(C)C (stereo not given),7.5,1.06,1.2,8.7,-10.6,-4.6,2.6,7.0,-1.9
O=C(CN1CCN(c2ccccn2)CC1)NC(=O)NC1CCCCC1,-11.0,0.96,-0.7,0.1,-3.2,-4.7,10.0,2.6,8.4
CCNC(=O)N1c2ccc(OCC)cc2C(C)=CC1(C)C,-1.2,1.03,15.3,-7.8,-36.8,-3.5,-2.4,-4.3,-1.7
O=C(Nc1ccc(OC(F)(F)F)cc1)C1=NCCN1,-4.5,1.07,11.8,x,-1.8,2.5,9.9,-7.7,-4.0
COc1cccc(CNc2nc3ccccc3n2CCN2CCCCC2)c1,0.6,1.03,10.1,-2.6,-4.8,-0.4,-6.9,11.0,13.7
O=c1c(-c2ccccc2)c(O)nc2ccccn12,-3.7,1.03,8.1,-2.0,-1.7,-1.8,-17.7,6.3,2.2
O=C1CC(c2cccs2)CC(O)=C1C=NCCN1CCNCC1 (stereo not given),-0.8,1.04,13.6,6.4,2.6,-6.8,2.9,3.1,19.1
Cn1ncc2nc[nH]c(=O)c21,-27.3,0.99,x,-4.8,1.2,-1.7,-15.4,x,x
CCC1CCCCN1C(=O)CSc1nnc(CNC(=O)COc2ccc(Cl)cc2)o1 (stereo not given),3.2,1.01,2.1,x,4.2,-2.6,17.8,-25.9,13.5
COc1cc(C2c3c(-c4ccccc4)n[nH]c3C(=O)N2c2ccccc2)ccc1O (stereo not given),3.1,1.02,-5.7,0.9,-4.2,0.9,36.0,10.4,6.7
CCCNC(=O)c1c(C)cc(=O)oc1C,0.4,1.22,7.5,x,0.7,1.3,2.3,3.9,18.5
O=C1c2cccnc2-c2ncccc21,6.0,0.99,9.6,1.6,2.0,-0.6,0.9,10.4,7.5
O=C1CC(N2CCOCC2)C(=O)N1CCN1C(=O)CC(N2CCOCC2)C1=O (stereo not given),-9.8,1.02,-1.3,0.9,-3.5,-4.8,16.1,7.5,17.8
Cc1ccc2nc3c(cc(C#N)c(=O)n3CCN3CCOCC3)c(=O)n2c1,0.4,1.02,1.0,-2.0,-48.7[fluorescence artefact?],-2.0,-21.9,2.9,-8.7
O=C(Nc1ccccc1)c1cccc(N2C(=O)CCC2=O)c1,-12.4,1.07,5.6,1.0,2.5,-2.4,-1.7,6.7,4.9
Cc1ccc(S(=O)(=O)N2CCC(C(=O)N3CCC[C@H]3C(=O)NCc3ccccc3)CC2)cc1,-4.4,1,2.1,-3.8,2.0,0.2,24.0,5.2,9.9
O=C(NCN1C(=O)C2C3C=CC(C3)C2C1=O)OC1CCCCC1 (stereo not given),-1.2,0.99,-1.6,-0.8,4.0,-2.1,7.1,2.1,8.0
COc1ccc2c(c1)CCc1cc(C(=O)N3CCN(c4ccc(N5CCOCC5)nn4)CC3)sc1-2,10.9,1.02,12.3,-8.4,-76.6,11.2,29.5,4.1,14.8
Cc1ccc(S(=O)(=O)NCCNC(=O)C2CCCNC2=O)cc1 (stereo not given),-1.1,0.97,8.6,3.2,4.8,-4.7,13.8,0.7,15.4
Cn1c(SCC(=O)Nc2cccc(O)c2)nnc1-c1ccc(S(=O)(=O)N2CCOCC2)cc1,-0.5,1.02,-27.0,-3.7,-2.8,0.7,-24.3,1.7,4.1
CCC1(c2ccccc2)NC(=O)N(CC(=O)Nc2cccc(C#N)c2)C1=O (stereo not given),-11.2,1,4.6,2.9,5.0,-2.8,2.9,-0.2,7.6
CCOC(=O)C1CCCN(C(=O)CSc2nccn2C)C1 (stereo not given),-19.9,1.02,7.4,-1.1,-0.5,0.1,-7.0,2.8,10.3
O=C(CSc1nnc(-c2cccnc2)n1Cc1ccccc1)N1CCOCC1,0.6,1.02,0.6,-8.1,2.9,0.9,-6.6,6.5,1.0
C=CCc1c(C)[nH]c2ccc(C)cc2c1=O,2.5,1.12,-2.0,-1.8,2.0,-0.6,3.5,-4.0,-18.1
CCOn1c(=O)c(-c2ccc(OC)cc2)[n+]([O-])c2ccccc21,3.6,1.08,1.6,-4.6,6.8,-3.8,28.3,3.5,-7.7
O=C(CCc1ccccc1)Nc1nnc(-c2ccc3c(c2)CCCC3)o1,-6.1,1.06,11.3,-3.4,2.3,-2.2,5.8,9.0,24.3
CC(=O)OCCN1C(=O)c2cccnc2C1=O,-8.4,1.04,47.4,0.1,0.3,-5.2,-3.4,1.7,1.7
CC(C)C(NS(=O)(=O)c1ccc2c(c1)oc(=O)n2C)C(=O)N1CCN(C2CCCCC2)CC1 (stereo not given),-1.1,1.06,8.3,2.3,4.6,-2.9,8.6,-1.7,0.7
COc1ccc(OCC(=O)Nc2ccccc2OC)cc1,-9.4,1.04,5.8,4.3,0.6,-2.5,6.7,9.5,4.1
CN(C(=O)c1ccc(=O)[nH]c1)C1(C(=O)NC2CCCCC2)CCCCC1,-4.8,1.02,-10.6,x,2.8,x,9.4,5.5,-1.9
CC(=O)N1C2CCCCC2S[C@H]2CCCCC21 (stereo not given in full),-7.6,0.98,-2.6,3.3,4.8,-1.3,-24.7,5.3,8.1
Cc1nc(NC2=NCN(Cc3cccnc3)CN2)nc2c(C)cccc12,5.9,1.02,-26.2,-7.9,-6.3,-0.7,-4.3,10.0,14.2
CC(=O)NC1C2CN3CCN(C2)CC1(Cc1ccccc1)C3 (stereo not given),-0.7,1.03,6.6,4.5,-1.2,-5.6,2.8,-2.1,12.8
N#Cc1c(NC(=O)CSc2nnc(-c3ccncc3)n2CC2CCCO2)sc2c1CCCC2 (stereo not given),2.2,1.04,-3.4,-3.1,-0.3,-7.0,13.7,10.3,2.9

# One compound at a time, from the list above. Values in the order: Cdc25B inh, A340 absorber, FXIIa inh mix, JNK3 inh, MMP-13 inhibitor, Hsp90 inh, MKP-1 inh, FXIa mix inh, AP ELISA ortho
# COc1ccc2c(c1)CCc1cc(C(=O)N3CCN(c4ccc(N5CCOCC5)nn4)CC3)sc1-2 as listed: 10.9, 1.02, 12.3, -8.4, -76.6, 11.2, 29.5, 4.1, 14.8
# Cc1ccc(S(=O)(=O)N2CCC(C(=O)N3CCC[C@H]3C(=O)NCc3ccccc3)CC2)cc1 as listed: -4.4, 1, 2.1, -3.8, 2.0, 0.2, 24.0, 5.2, 9.9

# Compound activity as filed in PubChem.
